Compound activity: PubChem, several laboratories
SDO1 yeast rescue: restores growth of sdo1-depleted yeast | hit rate 0.21% among 140,000 | S. cerevisiae sdo1-depleted JHY4D growth rescue, OD600 30 h; stronger effect = higher value; pdr5 snq2 efflux-pump mutant strain | z-score at 10 µM | AID 817;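 active = z-score above 3 at both the 24 hr and the 30 hr optical density reads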;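 also: z-score against mean and SD of all compound wells on the same plate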
INS promoter inh: TRM-6 insulin promoter activity inhibition; TRM-6 cells (human fetal islet line), insulin promoter-eGFP reporter, imaging; reporter expression induced with tamoxifen; inhibition, % at 2 µM; hit rate 0.9% among 130,000; AID 1273;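 active = inhibition above the mean plus 3 SD, with well images judged a real hit on visual review, cut at about 60% in these data, passing the limit was not always enough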
SDO1 yeast rescue Rescue 24 h: recorded beside SDO1 yeast rescue, whose call it bears; z-score; S. cerevisiae sdo1-depleted JHY4D growth rescue, OD600; measured here: growth rescue at 24 h;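 0 is the plate mean of compound wells and units are plate SD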
* marks the source's active call; other numbers are inactive results; [ ] = remark or other dose. Some of the compounds tested (hit frequency here may not be typical).

What do the screens show for `COc1ccc(CCCc2nnc(SCC(=O)Nc3cccc(C)c3)o2)cc1`?
SDO1 yeast rescue: -0.71; INS promoter inh: 13; SDO1 yeast rescue Rescue 24 h: -0.54

What do the screens show for `COc1cc2c(C(=O)O)c(C)n(CC(C)C)c2c2ccccc12`?
SDO1 yeast rescue: -1.8; INS promoter inh: -36; SDO1 yeast rescue Rescue 24 h: -1.6

What do the screens show for `COc1ccccc1C(=O)N1CCN(S(=O)(=O)c2ccccc2)CC1`?
SDO1 yeast rescue: -0.54; INS promoter inh: 10; SDO1 yeast rescue Rescue 24 h: 0.32

Results for O=C1c2ccccc2C(=O)C12OC2c1ccc(Cl)cc1 (stereo not drawn) ?
SDO1 yeast rescue: -1.2; INS promoter inh: 60; SDO1 yeast rescue Rescue 24 h: -0.3

Results for CCOC(=O)c1nn(-c2ccc3c(c2)OCO3)cc1O ?
SDO1 yeast rescue: 0.92[12.6 µM]; INS promoter inh: 22; SDO1 yeast rescue Rescue 24 h: 0.69

How did CCN(CC)c1ccc(CNC23CN4CN(CN(C4)C2)C3)cc1 do in these assays?
SDO1 yeast rescue: 0.07; INS promoter inh: -18; SDO1 yeast rescue Rescue 24 h: -0.47

What do the screens show for `O=C(CCC(=O)c1cccs1)NCc1ccc(Cl)cc1`?
SDO1 yeast rescue: -0.11; INS promoter inh: 70*; SDO1 yeast rescue Rescue 24 h: -0.72

What do the screens show for `COCCn1cc(C(=O)NCc2ccco2)c2c3ccccc3n(C)c2c1=O`?
INS promoter inh: -117

What do the screens show for `Cc1ccc2c(c1)C(c1ccncc1)=NNC(c1ccc(C(C)C)cc1)=N2`?
SDO1 yeast rescue: -0.88; INS promoter inh: -23; SDO1 yeast rescue Rescue 24 h: 0.35

How did Cc1cc[n+](-c2nc3ccccc3nc2[N-]S(=O)(=O)c2ccccc2)cc1 do in these assays?
SDO1 yeast rescue: 1.2; SDO1 yeast rescue Rescue 24 h: 1.6

How did O=C(c1cccs1)N1CCC(c2ccccc2)C1 (stereo not drawn) do in these assays?
SDO1 yeast rescue: -0.66; INS promoter inh: 79*; SDO1 yeast rescue Rescue 24 h: -0.68

How did O=C(O)C1CCCN1S(=O)(=O)c1ccc2[nH]c(=O)c(=O)[nH]c2c1 (stereo not drawn) do in these assays?
SDO1 yeast rescue: 1.1; INS promoter inh: -59; SDO1 yeast rescue Rescue 24 h: 1.3

How did Cc1ccc(NS(=O)(=O)c2ccc3c(c2)c(=O)n(C)c(=O)n3C)cc1F do in these assays?
SDO1 yeast rescue: 0.19; INS promoter inh: -41; SDO1 yeast rescue Rescue 24 h: 0.33

Results for CCCCOc1ccc(CC(=O)NCC(=O)O)cc1 ?
SDO1 yeast rescue: 1.1; INS promoter inh: 26; SDO1 yeast rescue Rescue 24 h: -0.44

What do the screens show for `CCC(CC)C(=O)OCC(=O)Nc1cc(OC)c([N+](=O)[O-])cc1C`?
SDO1 yeast rescue: 0.99; INS promoter inh: 64*; SDO1 yeast rescue Rescue 24 h: 1.2

What do the screens show for `CC(=O)Nc1ccc(OCc2cccc([N+](=O)[O-])c2)cc1`?
INS promoter inh: 24

How did Cc1ccc(S(=O)(=O)N2CCC(C(=O)NCc3ccncc3)CC2)cc1 do in these assays?
SDO1 yeast rescue: -0.19; INS promoter inh: 13; SDO1 yeast rescue Rescue 24 h: -0.41

What do the screens show for `Cc1cccc(NC(c2ccc(C)s2)c2ccc3ccc(C)nc3c2O)n1` (stereo not drawn)?
SDO1 yeast rescue: -2; SDO1 yeast rescue Rescue 24 h: -2.1

Results for Cc1ccc(C)c(NC(=O)Cn2nnc(C(=O)NCc3cccs3)c2N)c1 ?
SDO1 yeast rescue: 1.6; INS promoter inh: 4; SDO1 yeast rescue Rescue 24 h: 2.8

How did COCCCNC(=S)NNC(=O)c1csc2ccccc12 do in these assays?
SDO1 yeast rescue: 1.1; SDO1 yeast rescue Rescue 24 h: 0.67

What do the screens show for `O=C(CSc1nc2cc(Cl)ccc2s1)N1CCN(C(=O)c2ccco2)CC1`?
SDO1 yeast rescue: 0.21; INS promoter inh: -61; SDO1 yeast rescue Rescue 24 h: 0.19

What do the screens show for `CCS(=O)(=O)c1ccc2oc(SCC(=O)NCc3ccccc3)nc2c1`?
INS promoter inh: 42

Results for Cc1nc2c(cc(Oc3ccc(S(=O)(=O)N4CCOCC4)cn3)c3ccsc32)s1 ?
SDO1 yeast rescue: -0.38; SDO1 yeast rescue Rescue 24 h: -0.43

What do the screens show for `Cc1cccc(C)c1-n1nnnc1S(=O)(=O)Cc1ccccc1Cl`?
SDO1 yeast rescue: -0.6; INS promoter inh: -13; SDO1 yeast rescue Rescue 24 h: 0.18

How did COc1ccccc1/C=N/NC(=O)c1cccc(OC(F)(F)C(F)F)c1 do in these assays?
SDO1 yeast rescue: 0.4; INS promoter inh: -7; SDO1 yeast rescue Rescue 24 h: 0.08

Results for CSc1ccc(/C=N/NC(=O)CNc2ccc3ccccc3c2)cc1 ?
SDO1 yeast rescue: -2; INS promoter inh: -369; SDO1 yeast rescue Rescue 24 h: -0.95

How did COc1ccccc1NS(=O)(=O)c1ccc(N/N=C/C=C/c2ccccc2[N+](=O)[O-])c([N+](=O)[O-])c1 do in these assays?
INS promoter inh: 44

How did COc1ccc(OCc2nnc(SCC(=O)O)n2N)cc1 do in these assays?
SDO1 yeast rescue: -0.03; INS promoter inh: -42; SDO1 yeast rescue Rescue 24 h: 0.35

Results for CCOc1ccc(NC(=O)CSc2ncnc3c2sc2ccccc23)cc1 ?
SDO1 yeast rescue: -0.77; INS promoter inh: 11; SDO1 yeast rescue Rescue 24 h: -0.25

Results for COc1ccccc1N1CCN(C(=O)CN(Cc2ccc(Cl)cc2)S(C)(=O)=O)CC1 ?
SDO1 yeast rescue: -1.1; INS promoter inh: -40; SDO1 yeast rescue Rescue 24 h: -1.1

What do the screens show for `COc1ccccc1Nc1nnc(C)c(=O)[nH]1`?
SDO1 yeast rescue: -0.07; INS promoter inh: 7; SDO1 yeast rescue Rescue 24 h: -0.99

What do the screens show for `CN(C)c1ccc(/C=C(\C#N)c2ccccn2)cc1`?
SDO1 yeast rescue: -0.23; INS promoter inh: 16; SDO1 yeast rescue Rescue 24 h: -0.08

Results for O=C(CSc1nc2ccccc2c(=O)n1C1CC1)NCc1ccccc1 ?
SDO1 yeast rescue: -0.89; INS promoter inh: -6; SDO1 yeast rescue Rescue 24 h: -0.95

Results for COc1ccccc1CNC(=O)Cc1ccc(Br)cc1 ?
SDO1 yeast rescue: 0.94; INS promoter inh: 40; SDO1 yeast rescue Rescue 24 h: 0.75

Results for CCOC(=O)N1CCc2c(sc3c2c(=O)n(Cc2ccccc2)c(=O)n3Cc2ccc(C)cc2)C1 ?
SDO1 yeast rescue: 0.55; INS promoter inh: -32; SDO1 yeast rescue Rescue 24 h: -0.84

Results for O=C(Oc1ccc2c(c1)OCO2)c1cccs1 ?
SDO1 yeast rescue: 0.65; INS promoter inh: 7; SDO1 yeast rescue Rescue 24 h: 0.01

What do the screens show for `CCC(Cc1ccccc1)NC(=O)CCn1cccc1` (stereo not drawn)?
SDO1 yeast rescue: -0.08; INS promoter inh: -3; SDO1 yeast rescue Rescue 24 h: -0.48

How did CCOc1ccc(CN(C)CC(=O)NCc2ccccc2Cl)cc1 do in these assays?
INS promoter inh: -25

Results for Cc1ccccc1NC(=O)C1CCCN(S(=O)(=O)c2c(C)noc2C)C1 (stereo not drawn) ?
SDO1 yeast rescue: 0.44; SDO1 yeast rescue Rescue 24 h: 0.56

Results for COc1ccc(C2CC(=O)OC3=C2C(=O)CC(C)(C)C3)c(OC)c1 (stereo not drawn) ?
INS promoter inh: -33

Results for Cn1c(CCN2CCCCC2)nc2cc(NS(=O)(=O)c3ccc(Cl)cc3)ccc21 ?
SDO1 yeast rescue: 0.27; SDO1 yeast rescue Rescue 24 h: 0.62

Results for CCOc1ccc(-c2nnc(SCC(=O)Nc3ccc4c(c3)c3ccccc3n4CC)n2N)cc1 ?
SDO1 yeast rescue: -0.62; INS promoter inh: -21; SDO1 yeast rescue Rescue 24 h: 1.5

Results for CC1=NC(C(F)(F)F)(C(F)(F)F)C2=C(CC(C)(C)CC2=O)N1Cc1ccco1 ?
SDO1 yeast rescue: 1.5; INS promoter inh: 35; SDO1 yeast rescue Rescue 24 h: 1.9

How did CC(C)(C)c1ccc(OCCNC(=O)Cc2ccc(F)cc2)cc1 do in these assays?
SDO1 yeast rescue: -0.81; INS promoter inh: 0; SDO1 yeast rescue Rescue 24 h: -0.99

How did Cc1ccc(C(=O)NCCSc2ccc(Cl)cc2)cc1[N+](=O)[O-] do in these assays?
SDO1 yeast rescue: -1.4[13.9 µM]; INS promoter inh: -15; SDO1 yeast rescue Rescue 24 h: -0.67

How did COCCn1c(C)cc(C(=O)CSc2ccc3ccccc3n2)c1C do in these assays?
SDO1 yeast rescue: 0.14; INS promoter inh: 6; SDO1 yeast rescue Rescue 24 h: 1.8

How did CCCCN(CCCC)CP(=O)(c1ccccc1)c1ccccc1 do in these assays?
SDO1 yeast rescue: -1.7; INS promoter inh: -14; SDO1 yeast rescue Rescue 24 h: -1.1

Results for CC(C)(C)NS(=O)(=O)c1ccc(OCC(=O)Nc2ccc3c(c2)OCCO3)cc1 ?
SDO1 yeast rescue: 0.05; INS promoter inh: -25; SDO1 yeast rescue Rescue 24 h: -0.27

Results for CN(C)S(=O)(=O)c1cccc2nsnc12 ?
SDO1 yeast rescue: 1.2; INS promoter inh: 21; SDO1 yeast rescue Rescue 24 h: 0.76

Results for CS(=O)(=O)N(CC(=O)N1CCN(c2ccc(F)cc2)CC1)C1CCCCC1 ?
SDO1 yeast rescue: -0.1; INS promoter inh: 31; SDO1 yeast rescue Rescue 24 h: -0.22

How did CS(=O)(=O)N1N=C(c2ccco2)CC1c1ccc(Cl)cc1 (stereo not drawn) do in these assays?
SDO1 yeast rescue: -0.24; SDO1 yeast rescue Rescue 24 h: -1.2

How did CNC(=O)CSc1nnc(-c2cccnc2)n1CCc1ccccc1 do in these assays?
SDO1 yeast rescue: 1.2; INS promoter inh: 25; SDO1 yeast rescue Rescue 24 h: 1.6

What do the screens show for `CCOC(=O)c1c(-c2ccc(C)cc2)csc1NC(=O)CCSc1nnc2ccccn12`?
SDO1 yeast rescue: -0.63; INS promoter inh: -20; SDO1 yeast rescue Rescue 24 h: 0.28

Results for C=Cn1ccnc1P(=S)(c1ccc2c(c1)c1ccccc1n2CC)c1nccn1C=C ?
SDO1 yeast rescue: -0.5; INS promoter inh: -18; SDO1 yeast rescue Rescue 24 h: 0.53

Results for CNCCC(Oc1ccc(C(F)(F)F)cc1)c1ccccc1 (stereo not drawn) ?
SDO1 yeast rescue: -0.3; INS promoter inh: -33; SDO1 yeast rescue Rescue 24 h: -0.36

How did CCn1c(CC(=O)Nc2ccccc2)n[nH]c1=S do in these assays?
INS promoter inh: 64

How did CCN1C(=O)C2(C(C#N)=C(N)Oc3cc(C)oc(=O)c32)c2ccccc21 (stereo not drawn) do in these assays?
SDO1 yeast rescue: 1.6; INS promoter inh: 11; SDO1 yeast rescue Rescue 24 h: 0.27

What do the screens show for `CC(/C=N/NC(=O)CSc1nc2ccccc2n1C)=C\c1ccco1`?
SDO1 yeast rescue: -0.86; INS promoter inh: 13; SDO1 yeast rescue Rescue 24 h: 0.09

How did CCOCCCNC(=O)CCCn1nc(C)n2c(cc3sccc32)c1=O do in these assays?
SDO1 yeast rescue: -0.29; SDO1 yeast rescue Rescue 24 h: -0.7

What do the screens show for `CCOC(=O)C1CCN(C(=O)C2CCN(S(=O)(=O)c3cc(Cl)ccc3Cl)CC2)CC1`?
SDO1 yeast rescue: -0.41; INS promoter inh: -38; SDO1 yeast rescue Rescue 24 h: -0.68

Results for C=CCN(CC=C)C(=O)C1CC(=O)N(c2ccc(Br)cc2)C1 (stereo not drawn) ?
SDO1 yeast rescue: 0.94; INS promoter inh: -11; SDO1 yeast rescue Rescue 24 h: 1

Results for COC(=O)N/N=C/c1cccnc1 ?
SDO1 yeast rescue: 0.28; INS promoter inh: -6; SDO1 yeast rescue Rescue 24 h: 0.29

Results for COc1ccc(C(=O)N/N=C(\C)Cn2cnc([N+](=O)[O-])n2)cc1 ?
SDO1 yeast rescue: 0.48; SDO1 yeast rescue Rescue 24 h: -0.2

At a glance, part of the list above.
Results for Cn1c(CCN2CCCCC2)nc2cc(NS(=O)(=O)c3ccc(Cl)cc3)ccc21 ?
SDO1 yeast rescue: 0.27; SDO1 yeast rescue Rescue 24 h: 0.62

Results for CCOc1ccc(-c2nnc(SCC(=O)Nc3ccc4c(c3)c3ccccc3n4CC)n2N)cc1 ?
SDO1 yeast rescue: -0.62; INS promoter inh: -21; SDO1 yeast rescue Rescue 24 h: 1.5

Results for CC1=NC(C(F)(F)F)(C(F)(F)F)C2=C(CC(C)(C)CC2=O)N1Cc1ccco1 ?
SDO1 yeast rescue: 1.5; INS promoter inh: 35; SDO1 yeast rescue Rescue 24 h: 1.9

How did CC(C)(C)c1ccc(OCCNC(=O)Cc2ccc(F)cc2)cc1 do in these assays?
SDO1 yeast rescue: -0.81; INS promoter inh: 0; SDO1 yeast rescue Rescue 24 h: -0.99

How did Cc1ccc(C(=O)NCCSc2ccc(Cl)cc2)cc1[N+](=O)[O-] do in these assays?
SDO1 yeast rescue: -1.4[13.9 µM]; INS promoter inh: -15; SDO1 yeast rescue Rescue 24 h: -0.67

How did COCCn1c(C)cc(C(=O)CSc2ccc3ccccc3n2)c1C do in these assays?
SDO1 yeast rescue: 0.14; INS promoter inh: 6; SDO1 yeast rescue Rescue 24 h: 1.8

How did CCCCN(CCCC)CP(=O)(c1ccccc1)c1ccccc1 do in these assays?
SDO1 yeast rescue: -1.7; INS promoter inh: -14; SDO1 yeast rescue Rescue 24 h: -1.1

Results for CC(C)(C)NS(=O)(=O)c1ccc(OCC(=O)Nc2ccc3c(c2)OCCO3)cc1 ?
SDO1 yeast rescue: 0.05; INS promoter inh: -25; SDO1 yeast rescue Rescue 24 h: -0.27
